# Screens from PubChem BioAssay.
# Ba/F3 V617F tox – lowers viability of Ba/F3 cells expressing EpoR and JAK2V617F | hit rate 1.1% among 220,000 | ATP luminescence | inhibition, % at 5.6 µM;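 active means inhibition above the campaign mean plus 3 SD over all tested compounds, cut at about 24% in these data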;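 further: cytokine-independent growth of Ba/F3 cells driven by EpoR plus mutant JAK2; 0% = DMSO-treated cells and 100% = JAK inhibitor I control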
# NPY-Y2 PAM-ag – potentiates or activates human NPY-Y2 receptor; P49146; cells expressing NPY-Y2, potentiator/agonist read-out; activation, % at 3.6 µM; hit rate 0.45% among 220,000; in the data active means activation above about 27%;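 further: cells stimulated with NPY near EC25 plus isoproterenol at EC100; 0% = vehicle plus submaximal agonist and 100% = vehicle plus saturating agonist; some results beyond the cut were filed as inactive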
# Target sequence (P49146 whole entry, looked up): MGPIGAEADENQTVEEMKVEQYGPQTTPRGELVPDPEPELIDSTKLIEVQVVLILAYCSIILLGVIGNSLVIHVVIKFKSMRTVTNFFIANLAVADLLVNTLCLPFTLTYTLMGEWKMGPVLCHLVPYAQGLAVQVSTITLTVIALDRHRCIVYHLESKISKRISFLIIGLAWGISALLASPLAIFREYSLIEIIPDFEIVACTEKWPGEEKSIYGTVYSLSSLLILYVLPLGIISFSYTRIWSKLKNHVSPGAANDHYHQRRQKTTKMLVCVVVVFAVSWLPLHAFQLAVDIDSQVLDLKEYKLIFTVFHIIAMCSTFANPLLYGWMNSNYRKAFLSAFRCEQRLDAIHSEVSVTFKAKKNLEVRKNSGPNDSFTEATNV
# Wee1 degr inh – blocks degradation of human Wee1 kinase; P30291; HeLa Luc-Wee1K328M stability, luciferase luminescence; 100% = proteasome inhibitor MG132 effect; reporter increase, % at 5 µM; hit rate 1.2% among 220,000;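 active means activation above the mean of all tested compounds plus 3 SD, set per screening run, cut at about 8.8% in these data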;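 further: cells exposed to compound for 20 h before luminescence read; 0% = DMSO alone and 100% = MG132 at 30 µM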
# Target sequence (P30291 whole entry K328M): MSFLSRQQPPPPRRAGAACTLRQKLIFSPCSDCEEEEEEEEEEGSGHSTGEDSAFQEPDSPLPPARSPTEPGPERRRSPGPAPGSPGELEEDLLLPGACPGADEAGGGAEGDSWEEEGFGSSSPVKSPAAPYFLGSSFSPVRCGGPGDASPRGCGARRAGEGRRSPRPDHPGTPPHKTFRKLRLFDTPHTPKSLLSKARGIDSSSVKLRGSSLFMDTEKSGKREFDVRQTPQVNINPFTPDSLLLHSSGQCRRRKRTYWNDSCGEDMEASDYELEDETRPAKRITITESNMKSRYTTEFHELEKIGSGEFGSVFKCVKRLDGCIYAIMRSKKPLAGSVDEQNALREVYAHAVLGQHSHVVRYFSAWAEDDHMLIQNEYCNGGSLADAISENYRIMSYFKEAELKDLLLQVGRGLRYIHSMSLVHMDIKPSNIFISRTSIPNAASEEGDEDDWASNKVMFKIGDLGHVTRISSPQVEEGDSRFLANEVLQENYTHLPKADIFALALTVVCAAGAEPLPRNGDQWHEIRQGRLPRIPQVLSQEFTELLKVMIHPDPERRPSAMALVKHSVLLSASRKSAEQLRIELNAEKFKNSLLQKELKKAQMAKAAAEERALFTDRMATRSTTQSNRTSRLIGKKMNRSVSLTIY
# MDM2 E3 inh – Mdm2 E3 ligase (human) inhibition. cell-based MDM2 ubiquitination luciferase reporter, 2 h; 0 = plate control, 100 = twice control, blank-subtracted. signal enhancement, % at 5 µM. hit rate 0.11% among 210,000;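 active means signal enhancement of 30% or more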;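 further: luminescence tracks abundance of the self-degrading MDM2-luciferase fusion protein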
#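 Assay system: mammalian cells stably expressing self-ubiquitinating, self-degrading MDM2 E3–luciferase fusion. Quantity: 2000 cells in each well. Medium: DMEM culture medium. Compound dosing: single-point 5 µM. Timing: cell settling 4 h, compound treatment 2 h, both 37 °C. Technique: luciferase luminescence. Read-out basis: percent signal gain over controls, blank-subtracted. Benchmarks: plate controls and plate blanks.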
# S1P4 antagonist – human S1P4 receptor antagonism | AID 1510 | S1P4-expressing cells, antagonist mode, reporter read-out | hit rate 0.26% among 220,000 | inhibition, % at 4.98 µM; in the data active means inhibition above about 29%;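 further: 0% = wells stimulated with agonist and 100% = vehicle wells without agonist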
# PERK inh – blocks human PERK kinase | CHO PERK-DD fusion, SEAP luminescence translation reporter | inhibition, % at 5.6 µM | hit rate 0.17% among 220,000 | AID 1416;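 active means inhibition above the mean inhibition of all tested compounds plus 3 SD, set separately per screening campaign, cut at about 2.9% in these data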;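 further: PERK kinase domain activated by AP20187 dimerizer at 100 nM; 0% = DMSO with dimerizer and 100% = rapamycin at 8.4 µM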
# eIF4E 4G PPI – inhibitors of eIF4E and eIF4G interaction in translation initiation; TR-FRET eIF4E-eIF4GI(517-606) binding, 2 h; inhibition, % at 21.7 µM; P63073+Q04637; hit rate 0.37% among 220,000; AID 782;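 active means inhibition above about 30%, limit read from the data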;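 further: 0% = full FRET control wells and 100% = background wells lacking eIF4GI fragment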
# S1P4 agonist – human S1P4 receptor agonism; O95977; S1P4-expressing cell line, agonist reporter assay; activation, % at 4.98 µM; hit rate 0.35% among 220,000; AID 1509; in the data active means activation above about 11%;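 further: 0% = DMSO vehicle and 100% = reference agonist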
# BaF3 tox – parental Ba/F3 viability inhibition as JAK2V617F counter-screen. CellTiter-Glo ATP luminescence. inhibition, % at 5.6 µM. hit rate 1.1% among 220,000;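 active means inhibition above a per-campaign cutoff, the mean inhibition of all tested compounds plus 3 SD, cut at about 27% in these data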;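 further: 0% = DMSO wells and 100% = JAK Inhibitor I control wells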
# * marks the source's active call; other numbers are inactive results; . = not tested or not shown; [ ] = another dose, or the depositor's remark.
Compound	Ba/F3 V617F tox	NPY-Y2 PAM-ag	Wee1 degr inh	MDM2 E3 inh	S1P4 antagonist	PERK inh	eIF4E 4G PPI	S1P4 agonist	BaF3 tox
CN(C)C(=O)c1ccc(COc2ccccc2Br)o1	3.5	-4.4	-0.6	-5.0	-16.4	-0.1	-1.6	-1.8	5.4
O=C(NC(C(=O)N/N=C/c1ccncc1)c1n[nH]c(=O)c2ccccc12)c1ccccc1 (centres undefined)	-3.8	3.5	-2.7	-3.0	-14.9	0.7	4.1	1.3	-2.1
CC(C)Cn1c(N)c(C=O)c(=O)n(C)c1=O	-2.1	5.3	-2.7	-11.0	-7.7	1.0	-2.6	1.0	3.9
CN(C)/C=N/c1nc2nccc(-c3ccc(Cl)cc3)n2n1	-0.8	9.1	2.5	-0.3	-15.5	1.1	10.6	2.8	1.7
COc1cc(/C=C2\SC(=O)NC2=O)ccc1Oc1ccc([N+](=O)[O-])cc1[N+](=O)[O-]	-3.2	5.7	2.9	-6.8	5.5	2.0	0.6	-0.3	3.4
O=C(COC(=O)c1cc(=O)[nH]c2ccccc12)c1ccccc1	2.1	7.0	-2.8	-5.7	-17.7	1.5	-0.6	1.0	3.8
Cc1nc(Cl)c(C(=O)NC(=O)NCc2ccccc2)c(C)c1Cl	0.8	1.8	2.6	.	-2.0	-1.0	6.8	-0.4	6.1
CCCn1nc2cc(C(=O)NCc3ccc4c(c3)OCO4)ccc2c1OCC	-1.0	-11.1	1.1	-3.2	1.1	-0.3	9.4	1.0	0.7
COCCN1Cc2cccc(C(=O)Nc3cccnc3)c2C1=O	-0.7	2.0	4.5	6.5	-8.4	0.4	-3.6	0.1	5.2
O=C(O)c1cccc(N2C(=O)c3ccc(Oc4ccc(Cl)cc4)cc3C2=O)c1	-0.7	-4.2	-2.2	-4.8	-1.4	2.3	2.8	0.2	7.8
Brc1ccc(C2=Nn3c(nnc3-c3n[nH]c4c3CCC4)SC2)cc1	75.0*	-39.9	-0.6	9.8	-19.0	-1.1	-0.2	1.7	80.5*
CCCCNC(=S)NC1CCCC1	-2.8	11.0	-5.2	-11.9	-18.1	2.0	0.3	4.3	6.8
c1ccc(Sc2cnc3ccccc3n2)cc1	1.4	-16.9	2.9	-7.5	4.2	1.3	-0.1	-0.7	6.8
O=S(=O)(Cc1ccccc1)N1CCCc2ccccc21	-2.2	2.3	-2.0	-28.9	-15.5	1.3	0.4	1.9	1.8
COc1ccccc1CCNC(=O)c1ccc(C)o1	1.1	4.8	-2.2	-15.4	-10.8	0.9	3.0[fluorescence artefact?]	1.3	6.1
Cc1cc2oc(=O)cc(CN3CCC(C)CC3)c2cc1Cl	-2.4	-4.1	3.6	8.4	-9.8	0.0	-0.1	0.6	7.9
Nc1nc(Nc2ccccc2Br)nc(C(F)(F)F)n1	-2.1	-0.1	2.4	-8.4	-7.8	0.4	2.5	0.8	4.5
CCn1cnc2cc(NCc3ccc(N(C)C)cc3)ccc21	2.5	-0.2	-0.8	-8.7	0.4	0.1	3.4	-0.9	6.2
CSCCC(NC(=O)CCN1C(=O)c2ccccc2C1=O)C(=O)O (centres undefined)	-3.3	6.4	0.0	-21.2	-5.8	1.4	1.3	-1.3	4.3
N#Cc1ccc2ccn(CC(=O)NC3CCCCCC3)c2c1	-3.5	-2.9	-2.0	11.5	3.8	0.4	9.2	0.1	0.3
CC(=O)N1CCc2cc(S(=O)(=O)CCC(=O)N3CCc4ccccc4C3)ccc21	-2.3	3.0	-2.3	-12.3	5.1	-0.3	4.7	-1.8	0.4
Cc1sc2nc(CSc3ccc([N+](=O)[O-])c(C(F)(F)F)c3)[nH]c(=O)c2c1C	-0.3	-4.1	4.9	4.8	5.3	0.6	13.0[fluorescence artefact?]	-0.7	6.4
CN(C)c1ccc(C(CC(=O)c2ccccc2)C2CCCCC2=O)cc1 (centres undefined)	1.2	-3.2	-5.5	-16.2	-15.5	0.9	-6.5	1.7	9.2
CC1CN(C(=O)CSc2nnc(-c3ccncc3)n2-c2ccccc2)CC(C)O1 (centres undefined)	2.1	3.0	-1.9	-11.7	5.9	0.4	-0.1	2.3	3.3
CC(=O)C1=C(C)NC(=O)NC1c1cc(Br)ccc1OCC#N (centres undefined)	0.0	1.6	3.0	-5.0	2.1	0.8	-2.2	-2.6	0.7
Cc1cccc(NC(=O)c2nnn(-c3cccc(C(F)(F)F)c3)c2N)c1	0.0	1.6	3.1	-2.7	-0.2	1.6	0.9	-0.3	4.0
Cc1ccc(NCc2nnc(SCC(=O)OC3CCCCC3)o2)c(C)c1	-2.6	2.4	3.4	-3.3	-6.8	2.2	2.1	2.1	3.2
CCC1(c2ccccc2)NC(=S)N(c2ccc(C)c(C)c2)N1 (centres undefined)	0.4	1.4	0.6	-15.1	11.9	0.8	51.8*	2.1	2.0
Cc1c2c(n3c(nc4ccccc43)c1C#N)N(CCN1CCOCC1)CC2	-2.3	1.0	0.1	-2.9	-15.6	-0.2	-1.3	3.8	2.6
O=C(NNC(=O)C1CC1c1ccccc1)Nc1cccc(Cl)c1 (centres undefined)	1.9	10.8	-2.5	-13.4	9.6	1.3	3.9[fluorescence artefact?]	-1.2	11.1
COc1ccc(CN2CCCC(C(=O)N3CCCC3)C2)cc1 (centres undefined)	0.0	-10.4	-0.7	-17.5	-9.2	0.5	-3.4	1.9	2.3
O=C(Nc1sccc1C(=O)NCc1ccco1)c1cccnc1	1.2	-22.7	3.1	1.7	-9.3	0.3	-1.8[fluorescence artefact?]	0.4	7.1
COC(=O)C1=CNC=C(C(=O)OC)C1c1ccc(Cl)cc1	3.0	-6.7	2.4	1.1	5.0	-0.1	-9.8	4.1	11.7
CCOC(=O)c1[nH]c(C)c(C(=O)c2cc(F)ccc2F)c1C	63.0*	-8.5	0.0	-9.3	-19.8	0.8	-2.4	0.3	78.0*
Cc1ccc(-n2c(C)cc(/C=C3/C(=N)N4C(c5ccccc5)=CSC4=NC3=O)c2C)cc1	2.3	8.9	-1.4	-15.1	-10.0	1.1	0.5	0.4	1.3
N#Cc1cccc(NC(=O)CN2NS(=O)(=O)c3ccccc3C2=O)c1	1.4	-4.6	-1.3	-6.7	2.2	0.8	2.9	1.4	5.0
O=C(c1cccc(S(=O)(=O)N2CCCC2)c1)N1CCCc2ccccc21	3.5	-5.1	-2.3	.	-15.9	-0.1	2.7	1.4	5.0
C#CCOCCOCCOCCNc1nc(N2CCOCC2)nc(N2CCN(C(=O)[C@H](CCC(=O)O)n3cc(C(N)Cc4ccc(O)cc4)nn3)CC2)n1 (some centres undefined)	-0.3	-12.2	0.0	.	7.4	-0.6	3.1	-0.2	2.1
CN(C(=O)Nc1ccc(C(C)(C)C)cc1)C1CCCCC1	1.9	4.5	5.4	-10.2	0.7	0.1	-6.0	-0.2	0.2
C=C(C)CSc1[nH]c(=O)cc(C)c1C#N	-0.1	-0.4	-1.2	-1.8	-26.8	0.3	0.4	0.9	9.3
COC(=O)CCN1CCC(C(N)=O)CC1	-1.5	6.1	-0.7	-4.8	-19.2	-0.1	2.2	-3.8	-1.0
CC(NC(=O)c1cccnc1)C(c1ccccc1)N1CCN(C)CC1 (centres undefined)	4.9	-19.2	0.9	.	0.9	-0.4	-4.9	-2.0	6.5
CC(=O)Nc1ccc(-c2csc(Nc3ncccn3)n2)cc1	-0.3	-4.8	-0.1	-9.8	5.3	0.1	2.1	0.0	6.2
C=CCNC(=S)N(C1CCCCC1)C1CCCCC1	0.2	7.8	2.8	-15.0	7.2	0.8	-3.8	-1.1	3.4
COc1ccc2c(c1)c1ccc3c(c1n2C)C(=O)C=CC3=O	57.6*	-0.9	8.4	-32.3	11.5	0.1	3.1	7.4	34.8*
Cc1nc(NCCc2cnc[nH]2)c2oc3ccccc3c2n1	-3.3	-13.0	-0.8	-18.3	-0.7	-0.5	.	-1.4	7.9
Cn1c(=NC(=O)C2=NNC(=O)CC2)sc2ccccc21	-4.2	0.7	-1.4	-5.3	-0.6	-0.1	-1.8	0.8	-0.2
Clc1ccc(CSc2nnc(-c3cccnc3)n2Cc2ccco2)c(Cl)c1	1.2	-2.2	4.4	-0.6	-30.4	-1.5	-6.2	-0.2	3.2
COc1ccc(CCn2c(-n3nc(C)cc3C)nc3c2c(=O)[nH]c(=O)n3C)cc1	-4.0	-5.3	3.7	.	-23.6	0.0	.	0.7	0.8
CN(C)N1C(N)=C(C#N)C(c2ccccc2)C2=C1CCCC2=O (centres undefined)	0.1	1.6	1.0	-9.0	-12.1	1.3	-3.2	0.7	7.5

# (next part)
Compound	Ba/F3 V617F tox	NPY-Y2 PAM-ag	Wee1 degr inh	MDM2 E3 inh	S1P4 antagonist	PERK inh	eIF4E 4G PPI	S1P4 agonist	BaF3 tox
COC(=O)C(NC(C)=O)(Nc1ccccc1)C(=O)OC	-1.6	4.5	-1.4	-12.7	-0.1	1.9	-5.6	-0.4	0.3
CC(C)c1ccc(CN2CC(C(=O)O)CC2=O)cc1 (centres undefined)	-0.8	-7.5	-0.8	-7.5	2.5	-0.1	3.1	-0.8	-0.5
O=C(O)C1=NN(c2ccccc2)C(=O)C1	-3.1	16.4	0.9	-4.8	-7.4	0.9	-2.5	0.2	1.1
COCCN(C(=O)CSc1nnc(C)n1Cc1ccccc1)c1c(N)n(CC(C)C)c(=O)[nH]c1=O	0.9	3.6	-0.7	-4.9	4.3	0.2	0.5	0.2	-0.5
COc1ccccc1CC(=O)O/N=C(\N)Cc1cccc2ccccc12	33.5*	-12.6	0.6	1.5	-8.6	0.2	6.0	-4.7	7.5
COc1ccccc1NC(=O)Nc1cccc(C(=O)O)c1	3.0	-12.0	3.2	7.9	-4.3	1.0	2.5	0.7	8.1
O=C(Nc1nccs1)c1ccc(COc2ccccc2Br)o1	7.0	-2.5	1.9	-3.0	2.4	-0.3	5.0	1.4	6.9
Cc1ccc(/C=N/NC(=O)Cn2ccc(C(F)(F)F)n2)o1	0.3	-0.8	-3.7	-5.1	-7.1	0.3	-3.5	1.1	6.1
NC(=O)Cc1nc(-c2ccc([N+](=O)[O-])cc2)cs1	-0.8	10.3	-1.1	4.5	8.1	1.1	11.6	-1.2	0.8
CC(C)CNS(=O)(=O)c1ccc(NC(=O)Cn2nc(-c3ccc(F)cc3)ccc2=O)cc1	-4.2	8.9	-0.5	-21.7	9.0	-0.3	-7.9	0.2	4.2
CCOC(=O)N1CCC(NC(=O)C(NS(=O)(=O)c2ccc3c(c2)CCN3C(=O)CC)C(C)C)CC1 (centres undefined)	1.2	7.0	0.7	8.7	4.4	1.9	-3.5	0.6	7.8
Cc1ccc(C(=O)N/N=C/C2=Cc3ccccc3OC2C)cc1 (centres undefined)	-1.7	-20.1	6.4	.	-8.1	-0.3	-0.3	0.5	3.3
CCNc1c(NC(C)=O)c(=O)oc2ccccc12	-1.9	21.3	-0.7	-22.2	-14.2	0.9	0.4	1.4	5.5
CC1(NC(=O)N2CCOCC2)CCS(=O)(=O)C1 (centres undefined)	-0.5	1.8	-0.2	2.6	-12.7	0.7	-5.2	0.8	3.7
CCCCOc1ccc(CSc2nncn2N)cc1	3.3	-4.5	2.3	-18.1	2.3	-0.4	-2.8	0.6	7.9
